# Screening results as filed in PubChem.
# RXFP1 antagonist: qHTS Assay for Antagonists of the Relaxin Receptor RXFP1. activity change, negative = inhibition, % at 57.5 µM. 0.59% of 350,000 active. HEK293-RXFP1, relaxin-stimulated cAMP HTRF, 30 min; stronger effect = lower value. Relaxin receptor 1 (Homo sapiens), Q9HBX9;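 active = activity change of -60% or lower, but not beyond a set lower limit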; note: % is set by controls: 0 for no effect and ±100 for the full control effect
# D1 antagonist: Antagonist of Human D 1 Dopamine Receptor: qHTS; D(1A) dopamine receptor (Homo sapiens), P21728; HEK293 TREx D1 cells, calcium flux, dopamine EC80; stronger effect = lower value; activity change, negative = inhibition, % at 10 µM; 3.2% of 360,000 active; AID 504652, 2011; in the data active = activity change below about -30%; note: % is set by controls: 0 for no effect and ±100 for the full control effect
# Target sequence (P21728 whole entry, looked up): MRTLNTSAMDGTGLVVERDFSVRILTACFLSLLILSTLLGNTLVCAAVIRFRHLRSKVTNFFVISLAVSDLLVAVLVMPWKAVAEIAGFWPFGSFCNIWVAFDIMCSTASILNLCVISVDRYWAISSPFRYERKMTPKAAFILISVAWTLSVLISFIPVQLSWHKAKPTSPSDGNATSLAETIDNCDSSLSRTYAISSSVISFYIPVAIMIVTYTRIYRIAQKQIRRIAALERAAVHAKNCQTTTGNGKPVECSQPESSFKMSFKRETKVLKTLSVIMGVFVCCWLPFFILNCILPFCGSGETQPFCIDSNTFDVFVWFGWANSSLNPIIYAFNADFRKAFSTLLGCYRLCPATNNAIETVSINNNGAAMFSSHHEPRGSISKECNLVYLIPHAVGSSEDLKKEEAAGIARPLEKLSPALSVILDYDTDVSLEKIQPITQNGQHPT
#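 Compound effects on dopamine-evoked calcium signalling were measured in tetracycline-induced HEK293 Trex D1 cells. Dopamine at EC80 followed a 180 s compound pre-read, and fluorescence was tracked kinetically for 180 s more.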
# D1 PAM: Potentiators of Human D1 Dopamine Receptor: qHTS. HEK293 TREx D1 cells, calcium flux, dopamine EC20 potentiation. potentiation, % at 10 µM. 0.036% of 360,000 active; in the data active = potentiation above about 30%; note: 0% is about no effect
# D2 ag: HTS Assay for Allosteric Agonists of the Human D2 Dopamine Receptor: Primary Screen for Agonists; HEK293 T-REx D2 cells, calcium flux agonist mode; AID 485358, 2010; 0.53% of 340,000 active; D(2) dopamine receptor (Homo sapiens), P14416; activation, % at 2 µM;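 active = activation over 3 SD above normal in the single-dose calcium agonist read, cut at about 30% in these data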; note: 0% is about no effect
# Target sequence (P14416 whole entry, looked up): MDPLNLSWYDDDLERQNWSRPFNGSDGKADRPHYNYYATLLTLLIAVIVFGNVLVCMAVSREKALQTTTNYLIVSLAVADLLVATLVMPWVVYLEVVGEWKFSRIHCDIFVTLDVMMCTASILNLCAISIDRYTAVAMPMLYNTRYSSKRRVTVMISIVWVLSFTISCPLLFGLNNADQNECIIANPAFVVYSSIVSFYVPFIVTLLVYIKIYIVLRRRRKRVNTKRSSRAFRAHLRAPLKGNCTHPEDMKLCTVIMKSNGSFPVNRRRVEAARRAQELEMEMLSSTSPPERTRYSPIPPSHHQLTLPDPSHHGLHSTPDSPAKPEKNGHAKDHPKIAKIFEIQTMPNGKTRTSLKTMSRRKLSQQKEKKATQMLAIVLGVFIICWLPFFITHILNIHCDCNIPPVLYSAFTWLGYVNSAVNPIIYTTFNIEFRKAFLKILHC
#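 Calcium-flux readout, 1 cycle/sec over 180 s following compound pin transfer, in inducible HEK293 Trex D2 cells (force-coupled); dopamine controls included. Positive calcium responses during this window marked compounds as potential agonists.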
# D1 agonist: Allosteric Agonists of the Human D1 Dopamine Receptor: qHTS. HEK293 T-REx D1 cells, calcium flux, agonist mode. activation, % at 2 µM. 1% of 360,000 active; note: 0% is about no effect
#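 Inducible HEK293 T-REx D1 cells, force-coupled to calcium signalling, were plated at 4000 cells/well with tetracycline and held overnight at 30 C. After no-wash calcium dye loading, compound-evoked calcium rise over 180 s flagged agonists.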
# TRHR ag: qHTS for Small Molecule Agonists and Allosteric Enhancers of Human TRH Receptor: Primary Screen for Agonists. Thyrotropin-releasing hormone receptor (Homo sapiens), P34981. TRHR cells, calcium flux fluo-8, FDSS agonist mode. activation, % at 2 µM. 0.18% of 360,000 active; note: 0% is about no effect
#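 Read-out: compound-evoked intracellular calcium rise in TRHR cells, fluo-8 dye, kinetic FDSS fluorescence at 1 s/cycle following a 10-cycle baseline. Cells cultured overnight before dye loading (30 min–1.5 h, RT).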
# TRHR PAM: qHTS for Small Molecule Agonists and Allosteric Enhancers of Human TRH Receptor: Primary Screen for Enhancers; Thyrotropin-releasing hormone receptor (Homo sapiens), P34981; TRHR cells, fluo-8 calcium fluorescence, EC20 TRH enhancement; enhancement, % at 2 µM; 0.66% of 360,000 active; AID 493056, 2011; in the data active = enhancement above about 30%; note: 0% is about no effect
#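 Enhancer read-out: after compound pinning and an initial kinetic agonist-mode read, an EC20 of TRH (10 nM final) was injected and fluo-8 calcium signal (Ex 480/Em 530) followed at 1 s/cycle for 100 cycles in TRHR-expressing cells.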
# D2 potentiator: HTS Assay for Positive Allosteric Modulators of the Human D2 Dopamine Receptor: Primary Screen for Potentiators; D(2) dopamine receptor (Homo sapiens), P14416; HEK293 T-REx D2, calcium flux, EC20 dopamine potentiation; potentiation, % at 10 µM; 0.34% of 340,000 active;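 active = potentiation over 3 SD above the plate norm, cut at about 30% in these data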; note: 0% is about no effect
#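 Using a no-wash calcium dye in inducible, force-coupled HEK293 Trex cells expressing D2, we tracked fluorescence each second for 180 s after compound, then for 180 s after EC20 dopamine to detect augmented signalling.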
# D2 antag: HTS Assay for Allosteric Antagonists of the Human D2 Dopamine Receptor: Primary Screen for Antagonists; HEK293 TREx D2 cells, calcium flux, dopamine EC80; inhibition, % at 10 µM; 2% of 340,000 active; AID 485344, 2010; in the data active = inhibition above about 30%; note: 0% is about no effect
#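 Compounds are added to dye-loaded, induced HEK293 T-REx cells coupled to calcium release via D2; after a 3 min kinetic read an EC80 dopamine stimulus is given and fluorescence is recorded for 3 more min.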
# The depositor's hits bear a star; nt = no result given. Cut-off read from the data, not from the text of the source, unless noted: active = activation above about 30%; inactive = the rest.
SMILES,RXFP1 antagonist,D1 antagonist,D1 PAM,D2 ag,D1 agonist,TRHR ag,TRHR PAM,D2 potentiator,D2 antag
Cc1c(Cl)cccc1NC(=O)CNC(=O)C1CCN(C(=O)Nc2ccccc2)CC1,6,-20,nt,0.2,8,-0.1,4,9,-9
Cc1ccc(-c2c(C)sc(=NC(=O)c3ccco3)n2C)cc1,15,2,-6,-2.9,7,-0.7,-1,6,1
COc1ccccc1-c1ccc(SCc2cccc(F)c2)nn1,-22,-24,-8,nt,7,-0.2,-6,nt,nt
COc1ccc(C(=O)N/N=C/c2c(C)[nH]c(=O)[nH]c2=O)cc1,9,-5,-3,0.3,1,0.6,2,-1,-12
Nc1nc(N)nc(-c2cc(O)ccc2O)n1,nt,nt,2,1.0,1,0.6,-15,2,-16
CC(C)c1cccc(C(C)C)c1NC(=O)CN1CCCC1,-5,12,-5,0.9,4,-0.1,18,-10,5
O=C(O)Cn1nc(C(F)(F)F)c2c1CCC2,3,4,3,-0.2,-1,-0.8,4,-20,-4
COC(=O)Cn1cc(C(=O)c2cccs2)c2ccccc21,-6,0,2,-1.7,-2,0.2,-4,9,-8
Cc1cc(C)c2c(-n3cccc3)nn(CC#N)c2n1,-7,4,-1,0.3,0,-0.4,-15,-5,3
COc1ccc(OC)c(C2C(C(=O)O)c3ccccc3C(=O)N2C)c1 (stereo not drawn),-9,-10,1,-0.3,13,0.3,-2,3,-14
COc1ccccc1CNS(=O)(=O)c1c(C)[nH]c(=O)[nH]c1=O,-10,11,-1,nt,2,0.7,7,-1,nt
C=CCn1c(C)nnc1SCC(=O)c1c(N)n(C2CC2)c(=O)[nH]c1=O,8,-9,-3,0.1,2,0.3,2,-3,-17
CCCC(=O)Nn1cnc2c(c1=O)C1(CCCC1)Cc1ccccc1-2,5,7,6,-0.7,1,-0.3,-3,4,-12
Cc1noc(C(=O)N2CCN(c3ccccc3)CC2)c1Cl,1,3,-4,0.9,2,0.0,-2,6,7
CCOc1ccc(/C=N/n2c(-c3ccccc3)n[nH]c2=S)cc1,-1,-13,-1,-1.8,3,-0.8,3,-8,41*
Cc1ccc(SCCC(=O)N2CCN(S(=O)(=O)c3ccccc3)CC2)cc1,-17,-2,-6,0.2,7,0.4,-1,1,19
CCN(CC)CCN1C(=O)C(=O)/C(=C(/O)c2ccc(S(=O)(=O)N3CCOCC3)cc2)C1c1ccc(C(C)(C)C)cc1 (stereo not drawn),-3,-1,-8,-0.6,3,-2.1,5,8,-28
CCCc1cc(C(=O)N2CCCN(C)CC2)cs1,4,-2,-6,-0.3,1,-0.1,-1,10,4
O=S(=O)(c1ccccc1)N1CCN(C(=S)NC2CCCC2)CC1,1,-30,-4,nt,2,0.3,-8,-6,nt
N#Cc1c2nc3ccccc3nc2n2cc(NC(=O)c3ccc(F)cc3)ccc12,14,-8,-2,-0.2,15,-0.2,1,7,7
CCC(C(=O)NCC1CCCO1)N(Cc1ccc(F)cc1)C(=O)CNS(=O)(=O)c1ccccc1 (stereo not drawn),-1,2,-5,0.3,1,0.2,-5,-4,18
COCc1cc(=O)n2[nH]c(C(F)(F)F)nc2n1,0,5,2,0.0,2,-0.1,-8,2,3
COc1ccc(C(=O)NCC(=O)N/N=C/c2ccc(C)o2)cc1OC,9,14,-4,-0.4,1,-0.1,-3,-13,-4
Cc1ccc(/C=N/NC(=O)c2nnn(-c3nonc3N)c2CN(C)C)s1,-32,-2,0,-1.0,9,-2.7,-2,0,-23
CCN(CC(=O)Nc1c(F)cccc1F)C(=O)Cc1csc(-c2ccccc2)n1,-6,-16,5,-0.7,2,0.7,-11,-5,35*
O=[N+]([O-])c1cccc(-c2ccc(/C=N/NC(=S)Nc3ccccc3)o2)c1,-20,21,-11,-0.2,2,0.4,-1,7,14
CN(c1ccc(C(=O)N2CCCCC2)cc1)S(=O)(=O)c1ccccc1,1,-36*,4,0.3,17,0.3,12,-7,9
Cc1cc(C)cc(NC(=O)Cn2c(=O)n(-c3ccc(C)c(C)c3)c(=O)c3oc4ccccc4c32)c1,1,2,4,0.9,3,0.5,-3,1,nt
COc1ccccc1N1CCN(C(=O)c2ccc3[nH]c4c(c3c2)CC(C)CC4)CC1 (stereo not drawn),-17,-57*,-3,nt,0,0.2,3,nt,nt
Cc1ccc(NC(=O)N2CCc3ccccc32)cc1C,-2,9,-1,-2.0,2,-0.7,7,-6,18

# Reformatted with two lines to a compound: part of the list above
# Values run as follows: RXFP1 antagonist	D1 antagonist	D1 PAM	D2 ag	D1 agonist	TRHR ag	TRHR PAM	D2 potentiator	D2 antag
Cc1cc(C)cc(NC(=O)Cn2c(=O)n(-c3ccc(C)c(C)c3)c(=O)c3oc4ccccc4c32)c1
    1	2	4	0.9	3	0.5	-3	1	nt
COc1ccccc1N1CCN(C(=O)c2ccc3[nH]c4c(c3c2)CC(C)CC4)CC1 (stereo not drawn)
    -17	-57*	-3	nt	0	0.2	3	nt	nt
CN(c1ccc(C(=O)N2CCCCC2)cc1)S(=O)(=O)c1ccccc1
    1	-36*	4	0.3	17	0.3	12	-7	9
Cc1ccc(NC(=O)N2CCc3ccccc32)cc1C
    -2	9	-1	-2.0	2	-0.7	7	-6	18
CCN(CC(=O)Nc1c(F)cccc1F)C(=O)Cc1csc(-c2ccccc2)n1
    -6	-16	5	-0.7	2	0.7	-11	-5	35*
COCc1cc(=O)n2[nH]c(C(F)(F)F)nc2n1
    0	5	2	0.0	2	-0.1	-8	2	3

# (list continues)
SMILES,RXFP1 antagonist,D1 antagonist,D1 PAM,D2 ag,D1 agonist,TRHR ag,TRHR PAM,D2 potentiator,D2 antag
NCCCC[C@@H]1NC(=O)[C@H](CCC(=O)O)NC(=O)c2cc([N+](=O)[O-])cc(I)c2OCC[C@@H](C(N)=O)NC1=O,nt,1,-5,nt,-1,-0.2,0,nt,nt
CC(CNS(=O)(=O)c1ccccc1)(c1ccccc1)N1CCCCC1 (stereo not drawn),2,-1,2,-0.8,0,-0.2,-1,7,-8
Cc1cc(C)cc(OCC(O)CN2CCN(C(=O)c3ccco3)CC2)c1 (stereo not drawn),2,-19,-3,61*,1,-1.0,-3,-27,35*
O=C(COC(=O)c1cc(=O)[nH]c2ccccc12)NC(=O)NC1CCCCC1,-12,2,-4,-0.1,1,0.0,-4,2,-5
Cc1ccc(S(=O)(=O)Nc2ccccc2C(=O)OC(C)C(=O)Nc2ccc3ccccc3c2)cc1[N+](=O)[O-] (stereo not drawn),-18,-22,-4,1.5,6,0.0,-12,-5,-1
O=C(Nc1ccc(C(=O)N2CCCCC2)cc1)C1=CSCCO1,7,6,3,0.8,1,0.8,8,1,0
CCOC1CS(=O)(=O)CC1OCC (stereo not drawn),3,5,-1,-0.1,1,-0.7,-1,-2,-1
COc1ccc(-c2nc3sc(CCNC(=O)Cc4ccccc4)c(C)n3n2)cc1,2,nt,-2,0.2,7,-1.2,-4,13,nt
CCOC(=O)c1c(NC(=O)Cn2ccsc2=N)sc(C)c1C,-20,-23,-5,-0.7,4,-0.1,-2,-24,6
Nc1c(Cl)cc(C2=NCCn3nc4ccccc4c32)cc1Cl,nt,9,-10,-0.1,4,-0.2,2,6,7

# 2 successive entries from above, for reference:
SMILES,RXFP1 antagonist,D1 antagonist,D1 PAM,D2 ag,D1 agonist,TRHR ag,TRHR PAM,D2 potentiator,D2 antag
CCOC(=O)c1c(NC(=O)Cn2ccsc2=N)sc(C)c1C,-20,-23,-5,-0.7,4,-0.1,-2,-24,6
Nc1c(Cl)cc(C2=NCCn3nc4ccccc4c32)cc1Cl,nt,9,-10,-0.1,4,-0.2,2,6,7

# (listing goes on)
SMILES,RXFP1 antagonist,D1 antagonist,D1 PAM,D2 ag,D1 agonist,TRHR ag,TRHR PAM,D2 potentiator,D2 antag
Cc1ccccc1C(=O)Nc1cc2c(cc1N1CCCCC1)n(C)c(=O)n2C,-23,5,6,-3.0,-1,-0.5,1,-11,nt
Cc1ccc(NC(=O)c2nnn(-c3ccc4c(c3)OCCO4)c2N)cc1,-19,-10,-7,0.8,3,0.4,-17,-14,60*
Cc1cc(OC(=O)c2ccccc2C)c([N+](=O)[O-])c(=O)[nH]1,4,6,8,0.9,4,-0.2,-1,-1,-14
CCCn1c(C(O)c2ccc3c(c2)OCO3)nc2ccccc21 (stereo not drawn),7,-16,-5,-0.7,1,-0.8,-3,20,22
CC(=O)N1N=C(c2c(-c3ccccc3)c3cc(Br)ccc3[nH]c2=O)CC1c1ccco1 (stereo not drawn),-14,11,7,5.3,2,1.3,-8,10,0
COc1cccc(N2CCN(C(=O)CCn3c(=S)[nH]c4cc5c(cc4c3=O)OCO5)CC2)c1,nt,-6,-4,-0.1,1,-0.9,5,14,-9
CC(C)(C)CN1CCNC[C@H]1Cc1cccc2ccccc12,nt,4,1,-0.2,18,0.5,-1,-6,5
CC(=O)c1cccc(NC(=O)CCC(=O)Oc2ccc(C)cc2)c1,-14,2,-5,0.5,1,0.5,3,2,-5
CCOc1ccc(S(=O)(=O)N2CCC(c3ccccc3)CC2)cc1C(=O)O,-6,-8,0,2.1,1,-0.3,18,8,-17
O=C(CSc1nnc(Cn2nnc3ccccc32)o1)Nc1ccc(Cl)cc1,6,4,-3,0.7,2,0.4,2,7,-19
CCOc1ccc(NC(=O)c2cnn3c2NC(C)=C(C(=O)Nc2ccc(Cl)cc2)C3c2ccc(OC)c(OC)c2)cc1 (stereo not drawn),-18,-20,3,nt,2,-0.6,7,-4,nt
Cc1ccc(O)c(NC(=S)NC(=O)/C=C/c2ccco2)c1,4,-5,-6,nt,3,-0.4,-3,nt,nt
O=C(C1=C[C@H](C2CC2)C[C@H](OCc2ccc(CO)cc2)O1)N1CCN(Cc2ccccc2)CC1,nt,1,-4,-0.2,-3,-0.6,-9,-2,-3
Cc1ccccc1NC(=O)CN(c1ccc(Cl)cc1Cl)S(=O)(=O)c1ccccc1,nt,-13,-4,0.4,1,0.3,-2,3,nt
COc1ccccc1NC(=S)NCc1ccccc1Cl,-10,-11,-5,0.0,-2,-0.3,37*,-5,-19
Cc1cc(OCc2nc(-c3cccnc3)no2)c(C)cc1Br,-5,1,-1,0.2,1,-0.1,4,-2,4
Cc1nc2c(C#N)c[nH]n2c(=O)c1Cc1ccccc1,11,-16,-2,-0.6,2,0.2,-1,-1,-9
O=C(Cn1c2ccccc2c(=O)c2ccccc21)N/N=C/c1cc([N+](=O)[O-])ccc1N1CCCCCC1,-9,11,-5,0.1,2,0.4,-3,-5,0
CCO[C@@H]1OC(C(=O)N2CCN(Cc3ccccc3)CC2)=C[C@H](C)[C@H]1CCCO,nt,8,0,nt,7,-0.5,18,nt,nt
CCS(=O)(=O)N1CCC(C(=O)Nc2cccc(C(C)=O)c2)CC1,-2,0,1,0.3,2,0.2,2,1,21
